# V1R ag counter – agonists of human V1a receptor, primary screen, counter-screen for OXTR agonist project, fluorescence, CHO-V1R cells. activation, % at 3 µM. Fluo-8 calcium fluorescence, agonist mode; 0% DMSO, 100% 3 nM vasopressin. hit rate 0.25% among 320,000. AID 2797, 2010. Vasopressin V1a receptor (Homo sapiens), P37288;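 active = activation above the mean activation of all tested compounds plus 3 SD, per screening run, cut at about 20% in these data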;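 also: signal is peak over basal fluorescence ratio across a 100 second FLIPR read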
# OXTR potentiator – human OXTR potentiators, primary screen, fluorescence, CHO-OTR cells, Fluo-8 calcium. Oxytocin receptor (Homo sapiens), P30559. Fluo-8 calcium fluorescence, potentiator mode; 0% = oxytocin EC15, 100% = EC100. activation, % at 3 µM. hit rate 0.061% among 320,000. AID 2445, 2010;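 active = activation above that plate's cutoff, the mean activation of tested compounds plus 3 SD, cut at about 6.6% in these data, passing the limit was not always enough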;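 also: 100% uses oxytocin at 75 nM as the full agonist control; some results filed as inactive read as strong as hits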
# Target sequence (P30559 whole entry, looked up): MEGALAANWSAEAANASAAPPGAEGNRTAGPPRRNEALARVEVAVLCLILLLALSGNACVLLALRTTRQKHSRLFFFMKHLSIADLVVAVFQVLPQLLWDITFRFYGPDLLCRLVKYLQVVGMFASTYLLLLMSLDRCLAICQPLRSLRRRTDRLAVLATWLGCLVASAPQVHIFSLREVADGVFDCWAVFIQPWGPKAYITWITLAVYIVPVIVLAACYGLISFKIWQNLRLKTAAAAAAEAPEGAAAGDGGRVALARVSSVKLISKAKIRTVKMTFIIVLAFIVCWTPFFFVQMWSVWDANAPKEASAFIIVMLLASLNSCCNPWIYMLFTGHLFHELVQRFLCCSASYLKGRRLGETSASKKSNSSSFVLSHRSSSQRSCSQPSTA
#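 Dosing: Single dose, 3.0 µM nominal final compound concentration | Material: Human OTR in CHO cells | Technique: Kinetic Fluo-8 calcium fluorescence | Benchmarks: EC15 oxytocin alone as 0%, 75 nM oxytocin as 100% | Probe or stimulus: Oxytocin at about EC15, sub-maximal agonist stimulus | Incubation: Compound 6 min at room temperature before oxytocin, 100 s read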
# M1 PAM parental – nonselective calcium activators in parental CHO-K1 cells, primary screen, counter-screen for M1 PAM project, cell-based, Fluo-8 calcium fluorescence, full deck, 1536-well; ATP EC20; 0% at ATP EC20, 100% at ATP max; activation, % at 3 µM; hit rate 0.02% among 360,000;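 active = activation above the run cutoff, the mean activation of all test compounds plus 3 SD, cut at about 40% in these data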;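 also: peak over basal fluorescence ratio in a 140 s read after ATP addition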
# OXTR ag – human OXTR agonists, primary screen, fluorescence, CHO-OTR cells, Fluo-8 calcium. hit rate 0.32% among 320,000. activation, % at 3 µM. Fluo-8 calcium fluorescence; normalized: DMSO 0%, oxytocin 100%;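 active = activation above the mean of all tested compounds plus 3 SD, cutoff set per screening run, cut at about 20% in these data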;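 also: peak over basal fluorescence ratio from a 100 s FLIPR kinetic read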
# CHO parental Ca – ATP-evoked calcium signal inhibitors, parental CHO, primary screen, counter-screen for OX1R antagonist project, cell-based, fluorescence, Fluo-8 calcium dye; parental CHO-K1, ATP-induced calcium, Fluo-8 fluorescence; inhibition, % at 5.6 µM; hit rate 0.63% among 330,000; AID 463079, 2010;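 active = inhibition above that plate's mean sample inhibition plus 3 SD, cut at about 26% in these data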;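 also: 0% = ATP-challenged DMSO wells and 100% = DMSO wells without ATP; some compounds past the cut are filed as inactive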
#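 test system = CHO parental line | reagent = ATP stimulus | measured by = intracellular calcium via Fluo-8 no-wash fluorescent dye | control set = ATP and no-ATP DMSO wells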
# M1 ag parental – counter-screen for M1 agonists: effect in parental CHO-K1 cells. Fluo-8 calcium fluorescence; scaled to maximal ATP response, vehicle zero. activation, % at 3 µM. hit rate 0.48% among 360,000. AID 602248, 2012; in the data active = activation above about 15%;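 also: untransfected CHO-K1 host cells lacking M1 receptor as counterscreen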
# TAAR1 antagonist – human TAAR1 antagonists, primary screen, Fluo-8 calcium fluorescence, CHO RD-HGA16 cells | antagonist | AID 624466, 2012 | inhibition, % at 3 µM | hit rate 1.5% among 360,000 | Trace amine-associated receptor 1 (Homo sapiens), Q96RJ0;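 active = inhibition above a per-plate cutoff, the mean inhibition of test compounds on that plate plus 3 SD, cut at about 49% in these data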;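 also: 0% = DMSO plus EC80 beta-PEA response and 100% = DMSO alone without agonist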
# Target sequence (Q96RJ0 whole entry, looked up): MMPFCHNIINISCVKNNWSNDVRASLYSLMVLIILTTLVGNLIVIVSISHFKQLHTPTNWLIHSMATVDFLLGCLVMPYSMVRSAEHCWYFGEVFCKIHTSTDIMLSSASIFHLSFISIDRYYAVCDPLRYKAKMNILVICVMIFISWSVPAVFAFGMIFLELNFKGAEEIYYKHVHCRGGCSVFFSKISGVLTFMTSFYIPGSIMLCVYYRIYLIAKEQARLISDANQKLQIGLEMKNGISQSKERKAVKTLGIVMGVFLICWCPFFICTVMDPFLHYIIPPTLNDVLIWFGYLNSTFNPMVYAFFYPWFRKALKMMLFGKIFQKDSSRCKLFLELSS
#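 System: CHO RD-HGA16 cells bearing hTAAR1. Reagent: EC80 β-phenethylamine stimulus. Schedule: seeding 17-24 h prior, 75-min 37 °C, 30-min RT dye loading. Signal: Fluo-8 intracellular calcium dye fluorescence, real-time kinetic reads. Read-out: % inhibition from peak post-agonist over basal fluorescence ratio. Benchmarks: vehicle wells and EC80 agonist wells. Replicates: n of 1.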
# GPR7 antagonist – GPR7 receptor antagonists, primary screen, cell-based, fluorescence, single concentration | Neuropeptides B/W receptor type 1 (Homo sapiens), P48145 | GPR7-expressing cells, fluorescence antagonist assay | inhibition, % at 4.4 µM | hit rate 1.1% among 290,000 | AID 1861, 2009; in the data active = inhibition above about 16%, passing the limit was not always enough;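 also: cells stimulated with the agonist NPW; 0% = agonist with vehicle and 100% = vehicle without agonist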
# Target sequence (P48145 whole entry, looked up): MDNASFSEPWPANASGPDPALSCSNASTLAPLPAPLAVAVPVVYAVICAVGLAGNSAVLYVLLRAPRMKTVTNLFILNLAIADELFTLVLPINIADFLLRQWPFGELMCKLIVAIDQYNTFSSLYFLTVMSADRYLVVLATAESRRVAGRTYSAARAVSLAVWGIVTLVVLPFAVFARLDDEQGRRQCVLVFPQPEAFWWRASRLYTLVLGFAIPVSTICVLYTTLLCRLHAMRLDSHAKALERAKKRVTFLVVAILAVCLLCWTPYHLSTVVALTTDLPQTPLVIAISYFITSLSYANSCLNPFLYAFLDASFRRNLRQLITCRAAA
# CHO-K1 Ca antag – counter-screen for M1 antagonists: effect in parental CHO-K1 cells | ATP-induced calcium, Fluo-8 fluorescence | inhibition, % at 3 µM | hit rate 0.6% among 360,000 | AID 602250;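 active = inhibition above a per-plate cutoff, the plate's mean sample inhibition plus 3 SD, cut at about 24% in these data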;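 also: 0% = DMSO plus EC80 ATP and 100% = DMSO alone without ATP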
# Numbers without * were called inactive; . = no result given. No enrichment for hits, and some 3.5% of all compounds hit somewhere here.
SMILES,V1R ag counter,OXTR potentiator,M1 PAM parental,OXTR ag,CHO parental Ca,M1 ag parental,TAAR1 antagonist,GPR7 antagonist,CHO-K1 Ca antag
CC(C)NC(=O)COc1coc(CN2CCN(C(=O)c3ccco3)CC2)cc1=O,0.0,-3,-1,1.0,0,0.5,-9,.,-5
Cc1ccc2[nH]c(C)c(CCNC(=O)NC3CCCCC3)c2c1,1.0,4,14,0.2,7,5.9,-23,-3,-7
CC(C)Cn1c(N)c(C(=O)CSc2ncccn2)c(=O)n(C)c1=O,4.8,-14,-18,3.3,-2,4.5,-2,.,-2
CCCCNS(=O)(=O)c1cccc(S(=O)(=O)N2CCCC2)c1,0.8,-21,19,0.4,-7,1.7,-2,-11,-5
O=C(/C=C1\NC2(CCCC2)Cc2ccccc21)N1CCOCC1,-1.2,0,-5,-2.2,-31,-0.3,-6,-14,14
COc1cc(Cc2cc(OC)c(O)c(OC)c2)cc(OC)c1O,.,.,20,.,.,0.1,-5,.,-12
O=C(NCc1ccc2c(c1)OCO2)C1CCC(CNS(=O)(=O)c2ccc(Cl)cc2)CC1 (stereo unspecified),5.7,-7,4,3.3,4,1.4,49*,0,-19
O=C(Nc1cccc(F)c1)C1CCN(C(=O)c2ccc(Br)cc2)CC1,1.2,-3,23,-0.2,-2,1.3,6,-2,-10
CC(C)N(c1ccccc1)c1ccc(NC(=O)CCl)cc1,5.4,-14,6,4.5,3,9.4,9,3,-8
CCOC(=O)C1CCN(C(=O)c2ccc(OC3CCN(C(=O)CCOC)CC3)cc2)CC1,3.9,-2,13,-0.4,-14,2.7,-11,-6,-8
CCOc1ccc(NC(=O)CN(C)C(=O)c2c(-c3ccccc3)noc2C)cc1OCC,0.4,-5,9,0.1,-26,10,0,.,14
Cc1oncc1C(=O)NC(C)C,2.0,-5,-5,0.8,-7,0.1,1,-6,0
COc1ccc(-c2csc(NC(=O)CN3C(=O)C4CC=CCC4C3=O)n2)cc1OC (stereo unspecified),4.4,-11,-16,3.7,-1,5.9,27,-7,3
Cc1ccc(NC(=O)c2cc(N3C(=O)C4CC=CCC4C3=O)ccc2N2CCOCC2)cc1Cl (stereo unspecified),1.9,-9,-5,2.6,-17,-0.2,.,6,3
CC(CNS(=O)(=O)c1cc(Cl)ccc1Cl)CN(C)C (stereo unspecified),2.8,-7,9,3.7,0,0.5,-20,-5,-8
CCCc1nnc(NC(=O)c2cc3ccccc3oc2=O)s1,0.4,4,9,0.1,-3,0.0,13,9,-3
COc1ccc(/C=C2/CC/C(=C\c3ccc(OC)c(OC)c3OC)C2=O)c(OC)c1OC,2.3,-2,13,-0.2,-15,2.1,9,23*,-3
CCC(CC)c1nc(NCCC(=O)O)c2ccccc2n1,-0.1,2,19,0.0,-5,0.7,-13,1,-7
CC(=O)Nc1sc(N)nc1-c1ccccc1,0.3,-1,28,0.4,-2,0.1,7,2,-13
CCOc1ccc(N2C(=O)CC(N3CC(C)OC(C)C3)C2=O)cc1 (stereo unspecified),-0.1,-8,18,0.1,-4,0.5,7,-3,-3
COc1ccc(-c2ccc(SCC(=O)Nc3cc(C)on3)nn2)cc1OC,-1.7,-4,3,-1.5,-12,-1.3,-37,2,-15
C=CC[C@H](CC(=O)OC(C)(C)C)C(=O)OC[C@H]1CCCN1C(=O)[C@H](CC=C)CC(=O)NCCO,0.1,-6,26,0.2,-5,0.9,-2,.,-12
CCN1CCN(CC(=O)N2N=CCC2c2ccccc2)CC1 (stereo unspecified),-0.1,3,-2,0.9,-8,-0.3,-2,-11,-3
Brc1ccc(CNc2ccc3ncccc3c2)cc1,.,.,-8,.,.,9.0,0,2,19
COc1ccccc1/C=N/NC(=O)CNC(=O)c1ccccc1,-0.3,-3,7,0.5,0,0.4,-27,-21,1
CCN1CCN(CCNC(=O)c2ccc(/C=C3/Sc4ccccc4N(Cc4cccc(Cl)c4)C3=O)cc2)CC1,9.9,-5,1,8.1,-7,6.2,56*,13,-2
CCCCOC(=O)c1ccc(NC(=O)C(=O)NCc2ccco2)cc1,1.0,-1,-2,1.7,1,0.8,-12,0,-8
O=C1NC(c2cccc(Br)c2)=N/C1=C\c1ccco1,1.3,-12,31,2.2,-3,2.2,12,3,-6
CCOc1ccccc1NC(=O)NC1CCCc2ccccc21 (stereo unspecified),0.0,-3,-19,-0.9,-8,-0.6,-3,-17,11
O=C(CNC1CCCCC1)Nc1ccc([N+](=O)[O-])cc1C(=O)Nc1ccccc1F,0.0,-8,15,-2.1,-41,3.9,15,-7,-13
CC(/C=C/c1ccccc1)=N/NC(=O)CCC(=O)Nc1ccccc1C,-1.6,-5,-2,-1.8,-9,-0.5,-10,-2,2
Cc1ccc(Cn2c(=N)c(C(=O)NCc3ccco3)cc3c(=O)n4ccccc4nc32)cc1,-0.9,-3,8,-0.7,-14,-0.4,7,-2,0
O=C(O)COc1ccc(NC(=O)c2ccc3c(c2)C(=O)N(Cc2ccccc2)C3=O)cc1,0.0,-3,9,-0.4,7,-0.4,-5,-10,-8
COc1ccccc1CN1CC(C(=O)NCCn2nc(C)cc2C)CCC1=O (stereo unspecified),.,.,4,.,.,1.2,-16,-14,-9
Cc1ccc(Sc2cc(NCCCO)c([N+](=O)[O-])c3nonc23)cc1,4.6,-15,17,2.5,5,1.9,-7,-13,-12
COc1ccc(/C=N/NC(=O)c2cc(=O)[nH]c3ccccc23)cc1OC,-0.3,-2,8,-1.7,-16,0.3,1,-6,-7
O=C(Nc1ccc(-c2cc3ccccc3oc2=O)c(Cl)c1)c1cccnc1,0.4,-5,14,-0.1,0,0.5,-13,-3,-27
CC1=C(C(=O)N(C(C)C)C(C)C)CC(CC(=O)NC2CCCCC2)C(=O)N1CCC1=CCCCC1 (stereo unspecified),.,.,8,.,.,-0.5,-22,.,4
O=C(NC(=S)Nc1ccccc1N1CCCC1)c1ccc(-c2cccc([N+](=O)[O-])c2)o1,-1.1,11*,28,0.5,-19,2.2,-12,-3,-10
O=C(CSc1nnc(CNC(=O)c2cccs2)o1)Nc1cccc(F)c1,0.1,-10,11,0.3,-4,1.4,-8,6,-12
Cc1ccc(SCC(=O)Nc2ccc(C(=O)Nc3ccc(O)cc3)cc2)cc1,1.3,-12,14,0.1,-2,0.7,2,-5,-10
CC(=O)N1CCc2cc(S(=O)(=O)NCCC(=O)N3CCN(Cc4ccccc4)CC3)ccc21,8.3,-10,7,11,0,2.9,1,-6,-5
NC(N)=N/N=C/c1ccc2cccc(OCc3ccccc3)c2n1,-1.0,0,13,-0.9,-9,0.7,-19,-6,-9
CCCCCCCCC(=O)NC(NC(=S)N1CCOCC1)C(Cl)(Cl)Cl (stereo unspecified),7.9,-12,-14,8.8,-12,3.0,6,19*,21
O=C(NNC(=O)C12CC3CC(CC(Cl)(C3)C1)C2)c1csc(N2CCOCC2)n1,0.9,-5,-6,0.1,-9,1.8,-10,19,-8
Cc1cc(C(=O)NCc2ccco2)cs1,-0.4,-4,23,-0.8,3,1.7,-11,-11,-16
CCN(C[C@H]1N[C@@](CC)(C(=O)OC)[C@H]2C(=O)N(C)C(=O)[C@@H]12)S(=O)(=O)c1ccc(C)cc1,0.9,0,-5,-0.6,-21,-0.2,-4,.,-8
COc1ccccc1CNC(=O)COC(=O)C1CCN(S(=O)(=O)c2ccc(C)c(C)c2)CC1,3.0,-14,-18,0.4,-23,1.1,19,.,4
O=CN1CCN(C(=S)NC(=O)c2ccc(Cl)cc2)CC1,.,.,-16,.,.,0.4,-24,-9,-4
CC1=C(C(=O)N(C)C)C(c2ccc(N3CCOCC3)cc2)NC(=O)N1 (stereo unspecified),0.2,-3,-1,0.1,-6,-0.3,7,-10,1

# Random excerpt: 2 entries already listed
SMILES,V1R ag counter,OXTR potentiator,M1 PAM parental,OXTR ag,CHO parental Ca,M1 ag parental,TAAR1 antagonist,GPR7 antagonist,CHO-K1 Ca antag
Cc1ccc(Sc2cc(NCCCO)c([N+](=O)[O-])c3nonc23)cc1,4.6,-15,17,2.5,5,1.9,-7,-13,-12
Cc1ccc(Cn2c(=N)c(C(=O)NCc3ccco3)cc3c(=O)n4ccccc4nc32)cc1,-0.9,-3,8,-0.7,-14,-0.4,7,-2,0

# Remaining list, next part.
SMILES,V1R ag counter,OXTR potentiator,M1 PAM parental,OXTR ag,CHO parental Ca,M1 ag parental,TAAR1 antagonist,GPR7 antagonist,CHO-K1 Ca antag
O=c1[nH]c(C2CCCN(S(=O)(=O)c3ccccc3Cl)C2)nc2c1nnn2Cc1ccc2c(c1)OCCO2 (stereo unspecified),2.5,-3,24,1.2,-18,-0.3,-25,0,-15
O=C(CCn1cccn1)Nc1ccc(-c2ccno2)cc1,1.6,-4,11,1.0,-1,1.0,-22,10,-9
O=C(CN1CCN(C(=O)CNC(=O)c2ccc(N3CCCC3=O)cc2)CC1)Nc1ccccc1Cl,3.5,1,1,1.8,-8,-0.5,-3,.,2
CCO[C@H]1OC(C(=O)NC2CC2)=C[C@@H](C2CCCCC2)[C@@H]1CCCO,-0.1,1,-8,-0.9,-13,-0.5,-6,.,13
CCOc1ccc(CC(=O)Nc2ccc(-c3ccc4nnc(C)n4n3)cc2)cc1,1.9,-9,10,0.0,-5,1.1,-1,-7,-14
CC(=O)Nc1c(C)ccc2nsnc12,0.3,-12,19,0.7,-11,1.9,0,-9,-6
CC(=O)C1=C(O)C(=O)N(CCCn2ccnc2)C1c1ccc(C)cc1 (stereo unspecified),1.4,-4,32,-0.4,-12,0.7,-20,-7,-27
O=C(/C=C/c1ccco1)c1ccc(O)cc1,0.6,-2,.,0.1,4,.,.,-2,.
O=C(COC(=O)CCC(=O)c1cccs1)NC1CCCCC1,0.7,-3,6,-0.8,-3,-0.1,4,.,-8
Cc1nnc(NC2(C(F)(F)F)C(=O)Nc3c2c(=O)n(C)c(=O)n3C)s1 (stereo unspecified),-0.4,-3,-5,0.5,-3,0.0,9,-5,4
S=C(NCc1ccccc1)Nc1cccc2ccccc12,-0.3,-6,6,-1.4,5,-0.8,1,-8,22
Cc1cc(C)c2c(=O)[nH]c(SCC(=O)c3ccc(C)c(C)c3)nc2n1,-1.3,1,17,-2.0,-25,0.0,8,-5,-8
CCCn1c(C(C)C)n[nH]c1=S,0.7,-12,10,0.8,-19,0.5,-12,-8,-7
